# MIN6 prolif = MIN6 beta-cell proliferation induction; MIN6 cells proliferation, ATPlite luminescence, 48 h; cells starved in 0.2% serum; 100% = growth in 10% serum; proliferation, % at 10 µM; actives 0.29% (n = 330,000); AID 2380;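 active = compounds whose signal lies at least 3.5 SD above the mean of all wells on their plate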;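 note: 0% = DMSO-treated cells in low-serum medium and 100% = 10% serum control; some compounds called inactive have numbers as strong as hits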
# mIAP activ = mouse IAP activation. activation factor at 10 µM. actives 0.24% (n = 330,000). muIAP, CDP-Star luminescence, 30 min; hits give high values; 1 = vehicle-only enzyme signal, 0 = enzyme-free wells;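 active = activation factor of at least 2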; note: the source names both 10 and 20 µM as test concentration; values of inactives mirror those of a sister screen read the other way
#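 also added = chemiluminescent substrate CDP-Star | test system = mouse IAP enzyme | signal = chemiluminescence readout | compound = DMSO-dissolved test compounds | incubation = 30 min at room temperature | benchmarks = DMSO wells, no-enzyme wells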
# APOBEC3G inh = inhibitors of human APOBEC3G DNA deaminase. inhibition, % at 20 µM. Q9HC16. recombinant A3G, ssDNA deamination FAM/TAMRA fluorescence. AID 493012. actives 0.28% (n = 330,000);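 active = inhibition of at least 40% at 20 µM, with no more than 30% in the related APOBEC3A deaminase screen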;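 note: plate controls were DMSO wells with A3G for no effect and wells lacking A3G enzyme for full effect; some compounds called inactive have numbers as strong as hits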
# hIAP inh = blocks human intestinal alkaline phosphatase. P09923. purified IAP, CDP-Star luminescence, 30 min. inhibition, % at 10 µM. actives 0.12% (n = 330,000). AID 2544;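 active = inhibition reaching a set limit with compound at 10 µM in the primary screen, cut at about 35% in these data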;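 note: plate controls were DMSO wells with enzyme for no effect and no-enzyme buffer wells for full effect; values of inactives mirror those of a sister screen read the other way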
# Target sequence (P09923 whole entry, looked up): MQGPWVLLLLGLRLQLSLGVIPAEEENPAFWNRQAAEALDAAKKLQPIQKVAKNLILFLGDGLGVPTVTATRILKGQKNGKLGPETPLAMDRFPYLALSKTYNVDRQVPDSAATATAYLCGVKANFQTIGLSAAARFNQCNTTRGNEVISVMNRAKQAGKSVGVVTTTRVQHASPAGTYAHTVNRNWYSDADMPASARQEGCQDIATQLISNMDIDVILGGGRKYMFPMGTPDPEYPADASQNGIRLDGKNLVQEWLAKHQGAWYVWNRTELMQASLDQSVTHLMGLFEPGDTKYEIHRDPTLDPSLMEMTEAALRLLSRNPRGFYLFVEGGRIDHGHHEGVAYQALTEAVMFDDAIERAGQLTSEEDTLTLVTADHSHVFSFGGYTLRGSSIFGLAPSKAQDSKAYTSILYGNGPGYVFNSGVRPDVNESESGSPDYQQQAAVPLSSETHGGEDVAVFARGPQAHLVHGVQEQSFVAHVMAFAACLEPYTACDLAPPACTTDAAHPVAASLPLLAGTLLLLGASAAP
# hIAP activ = human IAP activation. activation factor at 10 µM. purified human IAP, CDP-Star luminescence, 30 min; hits give high values; 1 = vehicle-only enzyme, 0 = enzyme-free background. P09923. actives 0.16% (n = 330,000). AID 2524;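 active = activation factor of the enzyme at least 2-fold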; note: the source names both 10 and 20 µM as test concentration; values of inactives mirror those of a sister screen read the other way
# MPTP inh = inhibitors of mitochondrial permeability transition pore. isolated mouse mitochondria, Ca2+ swelling absorbance, 30 min. inhibition, % at 10 µM. actives 1.4% (n = 360,000);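 active = inhibition of 50% or more, scaled per plate between neutral and stimulator controls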;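 note: 0% = DMSO wells given calcium and 100% = 1 mM EGTA wells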
# A3A deaminase = human APOBEC3A DNA deaminase inhibition. recombinant A3A, FAM/TAMRA ssDNA deamination fluorescence. inhibition, % at 20 µM. actives 0.41% (n = 330,000);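 active = at least 40% inhibition at 20 µM here, with at most 30% in a related deaminase screen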;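 note: plate controls were A3A with DMSO for no effect and wells lacking A3A enzyme for full effect; some results filed as inactive read as strong as hits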
# ATG4B inhibitor = inhibitors of human ATG4B cysteine protease | Q9Y4P1 | ATG4B cleavage of LC3-PLA2, NBD-HPC fluorescence, 1 h | inhibition, % at 8.33 µM | actives 0.51% (n = 340,000) | AID 504462; in the data active = inhibition above about 40%
# Target sequence (Q9Y4P1 whole entry, looked up): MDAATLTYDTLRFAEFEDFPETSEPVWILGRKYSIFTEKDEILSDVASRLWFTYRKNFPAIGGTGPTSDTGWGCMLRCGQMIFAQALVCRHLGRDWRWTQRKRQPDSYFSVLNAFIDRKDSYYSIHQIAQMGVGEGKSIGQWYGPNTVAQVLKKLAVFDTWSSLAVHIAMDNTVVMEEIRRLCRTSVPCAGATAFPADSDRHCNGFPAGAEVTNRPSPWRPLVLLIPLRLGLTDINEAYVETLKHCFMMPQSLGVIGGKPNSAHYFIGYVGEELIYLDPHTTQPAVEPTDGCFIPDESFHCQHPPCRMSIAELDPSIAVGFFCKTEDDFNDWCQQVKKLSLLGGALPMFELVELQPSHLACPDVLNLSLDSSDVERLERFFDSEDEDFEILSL
# mIAP block = blocks mouse intestinal alkaline phosphatase; inhibition, % at 10 µM; actives 0.2% (n = 330,000); purified mouse IAP, CDP-Star luminescence, 30 min;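 active = inhibition of at least 40% at 10 µM in the primary screen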;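 note: plate controls were DMSO with enzyme for no effect and no enzyme wells for full effect; values of inactives mirror those of a sister screen read the other way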
# Active calls of the source: *.
# The line under a structure holds: MIN6 prolif | mIAP activ | APOBEC3G inh | hIAP inh | hIAP activ | MPTP inh | A3A deaminase | ATG4B inhibitor | mIAP block
- Cc1ccc(C2=NC3(CCCCC3)NC2=S)cc1
→ 0 | 0.9 | -7 | 19 | 0.81 | -0.3 | 1 | 3 | 10
- O=C(CCc1ccccc1)NNC(=O)c1ccc(NC(=O)c2ccccc2)cc1
→ 1 | 0.9 | -2 | -7 | 1.1 | -2.0 | 1 | 7 | 10
- COc1ccc(/C(O)=C/C(=O)C(=O)NNC(=O)C(O)(c2ccccc2)c2ccccc2)cc1
→ -3 | 0.62 | 3 | 9 | 0.91 | -10 | 1 | 26 | 38
- Cc1cccc(CN2C(=O)CCSc3ccc(Cl)cc32)c1
→ -3 | 0.95 | -6 | 10 | 0.9 | 1.2 | 1 | -5 | 5
- CCOC(=O)c1cc(C)sc1N1C(=O)C2C3C=CC(C3)C2C1=O (stereo not given)
→ -1 | 0.98 | -8 | 8 | 0.92 | -1.2 | 4 | 10 | 2
- CN(CCc1ccccn1)C(=O)Nc1cccc(Cl)c1
→ -2 | 1 | 11 | -23 | 1.2 | 2.7 | 2 | 2 | -3
- COc1ccc(CNC(=O)N2CCN(C(=O)c3ccccc3)CC2)cc1
→ -5 | 0.95 | -7 | -13 | 1.1 | -0.9 | -3 | -4 | 4
- COCCNC(=O)CN1CCN(S(=O)(=O)c2ccc3c(c2)CCCC3)CC1
→ -1 | 1.1 | -6 | 8 | 0.93 | 1.0 | -4 | 2 | -5
- Cc1cc(C)cc(NC(=O)COC(=O)CCCNC(=O)c2ccc(Cl)cc2)c1
→ 0 | 1.2 | -3 | -19 | 1.2 | 0.8 | -2 | -13 | -16
- COc1cc(NC(=O)c2ccc(C(C)(C)C)cc2)c(OC)cc1NC(=O)CN1CCCCC1
→ -5 | 0.97 | -7 | 12 | 0.88 | 2.6 | -1 | -10 | 3
- CC1CCc2c(sc3nc(CSc4ncn[nH]4)[nH]c(=O)c23)C1 (stereo not given)
→ 0 | 0.74 | -4 | -4 | 1 | 0.6 | -1 | -12 | 26
- CCn1c(C)c(C)c2cc(C(=O)N3CCN(c4cccc(C)c4C)CC3)ccc21
→ -8 | 0.98 | -5 | 0 | 1 | -0.6 | -5 | 31 | 2
- O=C1NCC(O)=C1C=NCCO
→ -2 | 1 | -5 | 7 | 0.93 | -0.8 | -2 | -2 | -3
- CN1CC[n+]2cnc3ccccc3c21
→ -1 | 1 | 15 | 10 | 0.9 | 2.2 | 37 | -4 | -2
- COc1ccc(S(=O)(=O)N2CCN(c3cc(-c4ccccc4)nc4ncnn34)CC2)cc1
→ -5 | 0.94 | -6 | -15 | 1.2 | 25 | -2 | -19 | 6
- COC(=O)Cn1c(CN2CCOCC2)nc2c1c(=O)[nH]c(=O)n2C
→ 2 | 1.1 | -7 | 2 | 0.98 | 9.1 | 5 | -2 | -7
- Cc1sc(NC(=O)C2=COCCO2)nc1-c1ccc(Cl)cc1
→ -6 | 0.94 | -6 | 0 | 1 | -0.7 | -1 | 6 | 6
- CC(=O)N1N=C(c2c(-c3ccccc3)c3cc(Br)ccc3[nH]c2=O)CC1c1ccco1 (stereo not given)
→ -5 | 0.94 | -3 | -22 | 1.2 | 0.3 | 1 | -1 | 6
- Cc1c(CNC(=O)c2c([N+](=O)[O-])cnn2C)cnn1C
→ 2 | 0.96 | 1 | 7 | 0.93 | -0.8 | 5 | 1 | 4
- COc1ccc(CCNC(=O)Cc2ccc([N+](=O)[O-])cc2)cc1OC
→ -1 | 0.92 | -6 | -4 | 1 | 0.4 | 3 | 5 | 8
- CC(=O)/C=C(\C)N=Nc1c(O)[nH]c2ccccc12
→ 3 | 0.82 | -1 | 19 | 0.81 | 1.8 | 0 | -7 | 18
- CC(Sc1nnc(-c2cccnc2)n1C)C(=O)N1CCOCC1 (stereo not given)
→ -1 | 1 | 11 | -2 | 1 | -2.4 | 36 | 3 | 0
- CC(=O)c1ccc(OCC(C)C)c(CC(C(N)=O)C(N)=O)c1
→ -2 | 1 | -3 | -2 | 1 | -1.2 | -2 | -5 | -3
- Cc1[nH][nH]c(=O)c1N=Nc1ccccc1Cl
→ 0 | 0.94 | -7 | 12 | 0.88 | 2.7 | -4 | 2 | 6
- COc1ccc(C(=O)NC(=S)NNC(=O)c2cnccn2)cc1
→ -5 | 0.77 | -7 | -90 | 1.9 | 0.7 | -4 | -5 | 24
- CC(C)(C)NC(=O)/C(=C/c1ccccc1F)NC(=O)c1ccc([N+](=O)[O-])cc1
→ -3 | 0.95 | 1 | 5 | 0.95 | -0.4 | 4 | 0 | 5
- COc1ccc(C(=O)Nc2cc(Cl)ccc2Cl)c(OC)n1
→ -2 | 1 | -11 | -4 | 1 | -5.1 | -2 | 4 | -2
- OC(COc1c(F)cc(Br)cc1F)CN1CCOCC1 (stereo not given)
→ -4 | 0.95 | -8 | -12 | 1.1 | -0.8 | -3 | -8 | 5
- COC(=O)c1cc(C(=O)Nc2cc(C)ccn2)cc([N+](=O)[O-])c1
→ -3 | 1 | 1 | 6 | 0.94 | 2.8 | 2 | 2 | 0
- CC(=O)Nc1sc(C)c(C)c1C(=O)OCC(=O)N(CC(C)C)C1CCS(=O)(=O)C1 (stereo not given)
→ 0 | 0.98 | -8 | 7 | 0.93 | -0.5 | 2 | -11 | 2
- COc1ccc(-c2ccc(=O)n(CC(=O)Nc3ccc4c(c3)OCCO4)n2)cc1
→ -2 | 0.96 | -12 | 1 | 0.99 | -1.4 | -1 | -7 | 4
- CCOc1nc2cnccc2n(CC(=O)Nc2cccc(C)c2C)c1=O
→ -2 | 1 | -5 | -18 | 1.2 | -0.9 | -1 | 1 | -2
- CC(=O)NCCC(=O)Nc1nc2ccc(Oc3ccccc3)cc2s1
→ -3 | 0.97 | -2 | 2 | 0.98 | 0.9 | 1 | -7 | 3
- COc1cccc(-c2cc(C(=O)N3CCc4ccccc4C3)no2)c1
→ -4 | 0.93 | -5 | -1 | 1 | -1.3 | -2 | 38 | 7
- CCCC(=O)N1CCN(c2ccc([N+](=O)[O-])c(NC(C)c3ccccc3)c2)CC1 (stereo not given)
→ -4 | 0.8 | -5 | -26 | 1.3 | 7.4 | -5 | 8 | 20
- CC(C)OP(=O)(OC(C)C)C(Nc1ccc(C(=O)O)cc1)c1ccccc1 (stereo not given)
→ 1 | 1.1 | -8 | -19 | 1.2 | -1.3 | -1 | -7 | -5
- O=C(CC(=O)N/N=C\c1cccc(Cl)c1Cl)NCc1ccccc1
→ -2 | 0.92 | -7 | -7 | 1.1 | 1.2 | -1 | -12 | 8
- COc1ccccc1NC(c1cccnc1)c1ccc2cccnc2c1O (stereo not given)
→ -6 | 1.1 | 0 | -34 | 1.3 | 0.3 | 3 | -3 | -15
- COc1ccc(CCNC(=O)C2CCCN(S(=O)(=O)c3ccc(F)cc3)C2)cc1OC (stereo not given)
→ 3 | 1.1 | -11 | -20 | 1.2 | 1.0 | -4 | -6 | -6
- CCOc1ccccc1C(=O)NCC(=O)NCC(c1ccco1)N1CCCCC1 (stereo not given)
→ -3 | 1 | -11 | -8 | 1.1 | -0.6 | -3 | -3 | -2
- Cc1cccc(OCC(=O)Nc2nnn(C)n2)c1C
→ -1 | 0.87 | -11 | 18 | 0.82 | -4.0 | -6 | -1 | 13
- COc1ccc(-n2nc(C(=O)NCC(=O)NCCN(C)C)c3ccccc3c2=O)cc1
→ 0 | 0.95 | 6 | 6 | 0.94 | 0.4 | -2 | -4 | 4
- Cc1cc(C)n(CC(O)COc2ccccc2[N+](=O)[O-])n1 (stereo not given)
→ 0 | 1 | -2 | 4 | 0.96 | 0.8 | -1 | 1 | -4
- COc1ccc(Cn2nnc3c(=O)[nH]c(C4CCCN(C(=O)c5ccccc5)C4)nc32)cc1 (stereo not given)
→ -1 | 1 | -13 | -6 | 1.1 | -1.3 | -3 | -10 | -3
- CC(=O)NC(Cc1ccc(F)cc1)C(=O)O (stereo not given)
→ -1 | 0.95 | -9 | -6 | 1.1 | -0.6 | -4 | -10 | 5
- O=C(NNC(=O)c1ccc[nH]1)Nc1cc(Cl)cc(Cl)c1
→ -3 | 1 | 5 | -10 | 1.1 | 10 | -4 | -6 | -3
- CNC(=O)c1ccccc1NC(=O)c1cccc(S(=O)(=O)N2CCCCC2)c1
→ 7.6* | 1 | -13 | -6 | 1.1 | 0.9 | 2 | -9 | -3
- COc1ccccc1C(=O)OCC(=O)NCCNC(=O)COC(=O)c1ccccc1OC
→ -3 | 1 | -9 | -14 | 1.1 | -0.9 | -1 | 3 | -1
- COc1cc(-c2nc3n(n2)C(c2ccc(F)cc2)C2=C(CCCC2=O)N3)cc(OC)c1OC (stereo not given)
→ -2 | 1 | -7 | -3 | 1 | 1.3 | -2 | -11 | -1
- COc1ccc(N2CC(C(=O)NCc3nnnn3-c3ccc(C)c(C)c3)CC2=O)cc1 (stereo not given)
→ -2 | 0.91 | -4 | -7 | 1.1 | -0.7 | -1 | -1 | 9
- N=c1occ(C(=O)c2cc(F)ccc2O)cc1C(=O)NC1CCCCC1
→ -2 | 0.94 | -2 | -6 | 1.1 | -0.6 | 0 | -2 | 6
- Nc1cc(=O)[nH]c(SCC(=O)Nc2ccc(Br)cc2)n1
→ 3 | 1.1 | -4 | 2 | 0.98 | -5.9 | -5 | 9 | -9
- COc1ccc(CCC(=O)NC2CCC(C)CC2)cc1 (stereo not given)
→ 1 | 1 | -9 | -4 | 1 | -0.7 | -1 | 4 | -4
- CC1=NN(C(=O)CSCc2ccccc2)C(O)(c2ccccc2)C1 (stereo not given)
→ 3 | 0.92 | -3 | -13 | 1.1 | -1.4 | 2 | -2 | 8
- Cc1ccc(CNC(=O)CCCNC(=O)c2ccc(Cl)cc2)n1C
→ 0 | 0.96 | -3 | 8 | 0.92 | 1.3 | 2 | -8 | 4
- O=C(O)C1=CC[C@@H](c2ccc(Cl)cc2)N(S(=O)(=O)c2ccc(Cl)cc2)C1
→ -2 | 0.93 | -6 | -6 | 1.1 | -1.5 | 2 | -7 | 7
